Source: PubChem (several laboratories)
CSN inh – inhibitors of CSN-mediated cullin deneddylation, primary screen, biochemical, fluorescence polarization, uHTS | Purified CSN, SCF-Nedd8-OG deneddylation | 0.38% of 360,000 active | COP9 signalosome complex subunit 5 (Homo sapiens), Q92905 | inhibition, % at 12.5 µM;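 active = pattern-corrected inhibition above about 35%, with an unprinted fluorescence ratio check between 0.5 and 1.5, limit read from the data, passing the limit was not always enough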;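 note: 0% = enzyme with substrate and 100% = substrate without enzyme; some results filed as inactive read as strong as hits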
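Assay system: HEK293T-derived human Csn5 enzyme; quantity: 0.24 nM enzyme; medium: Tris/NaCl/DTT buffer, pH 7.5; also added: substrate SCFSkp2-Nedd8OG, 10 nM; doses: 12.5 µM compound; schedule: 90 min reaction at room temperature; signal: FP; read-out: % inhibition of substrate cleavage by Csn5; benchmarks: substrate-only high control, full reaction low control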
Scp-1 inhibitor – Scp-1 phosphatase inhibitors, primary screen, biochemical, colorimetric, uHTS; Recombinant Scp1, phosphopeptide, malachite green phosphate absorbance; inhibition, % at 20 µM; 0.88% of 340,000 active;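 active = inhibition above about 50% at 20 µM, limit read from the data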;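 note: plate controls were DMSO wells with enzyme for no effect and wells lacking enzyme for full effect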
Target sequence (Q9GZU7 76-261 limits assumed): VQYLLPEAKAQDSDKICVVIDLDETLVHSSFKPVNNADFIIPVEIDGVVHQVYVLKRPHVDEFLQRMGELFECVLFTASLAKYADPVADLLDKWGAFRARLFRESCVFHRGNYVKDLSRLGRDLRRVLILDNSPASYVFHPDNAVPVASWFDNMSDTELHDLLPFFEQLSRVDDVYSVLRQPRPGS
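System: SCP-1 catalytic domain; Reagent: Phospho 17-mer peptide substrate; Doses: one concentration, 20 µM, with 1.0% DMSO; Incubation: 45 min room-temperature reaction, 5 min colour, 30 min stabiliser; Signal: Phosphate-binding colour reagent, absorbance read at 630 nm.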
Tb MetRS inh – T. brucei MetRS inhibitors, primary screen, biochemical, luminescence; 0.4% of 360,000 active; methionyl-tRNA synthetase (Trypanosoma brucei brucei); purified T. brucei MetRS, ATP depletion, Kinase-Glo luminescence; inhibition, % at 11.9 µM;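 active = inhibition above a per-plate cutoff of the control wells' mean inhibition plus 3 SD, cut at about 5.5% in these data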;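 note: 0% = DMSO wells median and 100% = median of wells with control inhibitor compound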
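Assay system: T. brucei methionyl-tRNA synthetase, purified | Medium: HEPES buffer with MgCl2, KCl, DTT, spermine, BSA, pyrophosphatase | Compound: 11.9 µM single point | Incubation: 15 min enzyme-compound preincubation, 2 h reaction, 10 min detection, 25 °C | Measured by: Kinase-Glo luciferase luminescence reporting remaining unconsumed ATP | Measure: % inhibition normalized to control-well medians | Replication: Singlicate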
Rpn11 inh – Rpn11 (PSMD14) deubiquitinase inhibitors, primary screen, biochemical, fluorescence polarization, uHTS | 0.59% of 360,000 active | human 26S proteasome, Ub4-pepOG fluorescence polarization; 20S core pre-blocked with epoxomicin | calls only at 20 µM | 26S proteasome non-ATPase regulatory subunit 14 (Homo sapiens), O00487;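 active = inhibition at 20 µM, scaled to each plate's controls, above about 33%, limit read from the data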
MsrA inhibitor – bovine MsrA enzyme inhibitors, primary screen, biochemical, absorbance, HTS. Methionine sulfoxide reductase A (Bos taurus). purified bovine MsrA, absorbance read-out. inhibition, % at 15.5 µM. 0.75% of 360,000 active; in the data active = inhibition above about 4.5%;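 note: 0% = vehicle wells with enzyme and 100% = reference inhibitor wells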
NadD block – inhibitors of S. aureus NadD, primary screen, biochemical, colorimetric, uHTS | Nicotinate-nucleotide adenylyltransferase NadD (Staphylococcus aureus N315) | purified NadD enzyme, colorimetric absorbance read-out | inhibition, % at 20 µM | 0.78% of 360,000 active; in the data active = inhibition above about 26%; note: some compounds past the cut are filed as inactive
LMPTP inh – LMPTP phosphatase inhibitors, primary screen, biochemical, fluorescence intensity, uHTS; Low molecular weight phosphotyrosine protein phosphatase (Homo sapiens), P24666; recombinant LMPTP-A, OMFP fluorogenic substrate; inhibition, % at 20 µM; 0.22% of 360,000 active; AID 651560, 2012;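 active = compounds that cut the enzyme signal by at least half of the control window in the single-dose screen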;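 note: plate controls were DMSO wells with enzyme plus substrate for no effect and substrate without enzyme for full effect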
Target sequence (P24666 whole entry, looked up): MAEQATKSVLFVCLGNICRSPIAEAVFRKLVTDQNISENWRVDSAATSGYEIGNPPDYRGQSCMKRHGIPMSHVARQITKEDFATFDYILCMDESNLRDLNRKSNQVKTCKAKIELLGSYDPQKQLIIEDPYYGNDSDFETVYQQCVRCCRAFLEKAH
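Assay system: LMPTP-A enzyme. Input: 0.625 nM LMPTP-A final. Probe or stimulus: 400 µM OMFP. Compound dosing: single 20 µM dose. Schedule: 50 min dark incubation at room temperature. Detection: fluorescence intensity of OMFP turnover product. Read-out: percent inhibition versus substrate-only and uninhibited controls. Benchmarks: no-enzyme low control, uninhibited high control.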
STEP block – STEP phosphatase inhibitors, primary screen, biochemical, fluorescence intensity, uHTS; Tyrosine-protein phosphatase non-receptor type 5 (Homo sapiens), P54829; inhibition, % at 20 µM; 0.25% of 360,000 active; recombinant STEP, OMFP fluorogenic substrate; AID 588621, 2011;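 active = inhibition at 20 µM, scaled per plate between control wells, above about 37%, limit read from the data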;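 note: 0% = DMSO with enzyme and substrate and 100% = substrate only without enzyme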
Target sequence (P54829 whole entry, looked up): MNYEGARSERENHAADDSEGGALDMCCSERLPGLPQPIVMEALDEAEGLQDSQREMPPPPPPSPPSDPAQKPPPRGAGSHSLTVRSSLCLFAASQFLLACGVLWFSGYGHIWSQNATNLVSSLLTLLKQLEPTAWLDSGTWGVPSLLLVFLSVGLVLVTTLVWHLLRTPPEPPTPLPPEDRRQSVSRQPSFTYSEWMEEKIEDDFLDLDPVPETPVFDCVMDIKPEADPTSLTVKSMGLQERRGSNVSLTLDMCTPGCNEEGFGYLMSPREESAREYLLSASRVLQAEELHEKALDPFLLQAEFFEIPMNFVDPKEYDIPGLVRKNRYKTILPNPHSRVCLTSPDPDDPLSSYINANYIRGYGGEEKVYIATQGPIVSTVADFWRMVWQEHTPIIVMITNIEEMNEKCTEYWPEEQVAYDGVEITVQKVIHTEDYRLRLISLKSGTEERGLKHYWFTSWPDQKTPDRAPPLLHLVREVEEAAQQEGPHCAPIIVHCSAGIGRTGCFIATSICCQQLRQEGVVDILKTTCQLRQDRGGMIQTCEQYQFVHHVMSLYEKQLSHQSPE
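material = STEP tyrosine phosphatase | reagent = fluorogenic phosphatase substrate OMFP at 25 µM final | doses = single compound dose of 20 µM, 1% DMSO final | schedule = 20 min reaction, room temperature, in the dark | measured by = fluorescence, 480/540 nm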
DNMT1 block – human DNMT1 methyltransferase inhibitors, primary screen, biochemical, molecular beacon, fluorescence, HinP1I cleavage, uHTS | DNA (cytosine-5)-methyltransferase 1 (Homo sapiens), P26358 | inhibition (reported as % activation of signal), % at 10 µM | 0.83% of 360,000 active | AID 588458, 2011; in the data active = inhibition above about 50%
SUMO1-SIM PPI – modulators of SUMO1 protein-protein interactions, primary screen, biochemical, uHTS. inhibition, % at 20 µM. SUMO1 binding to a labelled peptide, TR-FRET, 1 h. 0.33% of 360,000 active; in the data active = inhibition above about 37%
Target sequence (P63165 whole entry, looked up): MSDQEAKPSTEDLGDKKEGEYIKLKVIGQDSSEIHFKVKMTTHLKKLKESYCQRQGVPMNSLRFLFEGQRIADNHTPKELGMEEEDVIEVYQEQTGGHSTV
* = called active by the depositor; i = inactive; nt = no result given.

SMILES | CSN inh | Scp-1 inhibitor | Tb MetRS inh | Rpn11 inh | MsrA inhibitor | NadD block | LMPTP inh | STEP block | DNMT1 block | SUMO1-SIM PPI
COc1ccccc1NC(=O)CSc1nc2nccnc2c(=O)n1Cc1cccs1 | -1.0 | -9.1 | 0.0 | i | 1.1 | 5.9 | -0.8 | 0.2 | -1.6 | -19.2
COc1ccccc1N1CCN(C(=O)CCCn2nc(C)c([N+](=O)[O-])c2C)CC1 | 1.2 | 29.9 | -0.2 | i | 0.9 | 0.6 | 0.1 | 1.7 | -0.2 | -2.0
Cc1cc(C)nc(SCc2nnc(SCC(=O)Nc3nccs3)n2Cc2ccco2)n1 | 4.5 | -12.1 | 0.0 | i | 0.0 | 0.7 | -0.8 | 2.6 | 3.3 | 1.4
CCOC(=O)C1CCCN(C(=O)COc2ccc(C(C)(C)C)cc2)CC1 (configuration not stated) | -4.4 | nt | -0.3 | i | 0.5 | -2.1 | 0.4 | 3.4 | 20.3 | -5.9
CC(C)Oc1ccc(S(=O)(=O)N2CCOCC2)cc1NC(=O)CN1C(=O)NC2(CCCC2)C1=O | -2.1 | 1.7 | -0.6 | i | 0.8 | -5.0 | -2.3 | -2.9 | 2.1 | 0.5
COc1cccc(C(=O)N(Cc2ccc(N(C)C)cc2)C2CCS(=O)(=O)C2)c1 (configuration not stated) | 3.5 | 2.6 | -0.5 | i | -1.0 | 4.1 | -0.6 | -2.2 | -5.5 | -2.9
Cc1ccc(NC(=O)O/N=C/c2cccc([N+](=O)[O-])c2)cc1 | 2.0 | -3.9 | -0.5 | i | 0.8 | -6.9 | -0.9 | 2.5 | -1.5 | -19.6
CCCCCCCOc1ccc(OC(=O)c2cccnc2)cc1 | 0.8 | 16.1 | -1.8 | i | -0.7 | 1.1 | 0.8 | -2.0 | 1.8 | -2.4
O=C(NN1CCOCC1)c1cccc(COc2cccc(Br)c2)c1 | -8.8 | -1.1 | -0.5 | i | 1.1 | -4.4 | -0.5 | 0.8 | 5.9 | 0.0
CCOC(=O)N1CCN(C(=O)CSc2ccc(-c3cccc(OC)c3)nn2)CC1 | 4.8 | -1.0 | -0.6 | i | -1.1 | -1.3 | -1.8 | 1.5 | 3.5 | -0.2
CCn1c(=O)n(CC)c2cc(N3CCCC3)c(NC(=O)c3ccccc3F)cc21 | 5.4 | -6.2 | -0.8 | i | 0.8 | 0.3 | -0.3 | -1.1 | 0.3 | 6.0
O=C(CN1C(=O)CSC1=O)Nc1ccc(C(=O)O)cc1 | -2.6 | -0.4 | -0.8 | i | -0.1 | -6.6 | 0.1 | 3.7 | 3.9 | 2.0
CC(=O)c1ccc(N2CCN(C(=O)c3ccccc3SCC(=O)NCc3ccco3)CC2)c(F)c1 | -1.1 | -3.9 | -0.4 | i | 0.0 | -4.6 | 1.0 | -2.0 | 5.4 | -5.7
Cc1nc(-c2ccccn2)sc1C(=O)O | 2.2 | -4.9 | 0.2 | i | 1.7 | -3.0 | -1.4 | 2.6 | -2.0 | -1.0
Cc1cc(C(=O)NCc2ccc(S(N)(=O)=O)cc2)ccc1[N+](=O)[O-] | -3.4 | -7.3 | 0.5 | i | -0.4 | -1.0 | 0.1 | 0.5 | 0.1 | -15.2
CC(C)(O)C#Cc1ccc(CN2CCC(n3nccc3NC(=O)C3CC3)CC2)cc1 | -1.1 | 3.8 | -0.2 | i | 0.0 | -6.0 | -1.7 | -3.1 | 1.0 | 10.0
Cc1[nH]n(-c2cccc(Cl)c2)c(=O)c1/C=N/n1c(C)nc2ccccc2c1=O | 7.9 | -9.8 | 0.5 | i | 0.6 | 12.9 | -1.6 | 2.9 | -10.8 | 16.6
COCCn1c(=O)[nH]c2cc(C(=O)NCCN3CCN(c4ccccc4F)CC3)ccc2c1=O | -7.5 | -9.5 | 0.4 | i | 1.5 | 0.0 | -0.8 | 2.3 | -2.1 | -3.1
N#Cc1ccccc1OCC(=O)N1CC(=O)Nc2ccccc21 | -0.8 | nt | -0.3 | i | -0.2 | 5.3 | -1.2 | -2.5 | -3.8 | -1.8
Cc1onc(-c2c(F)cccc2Cl)c1C(=O)Nc1nc2ccccc2[nH]1 | -0.9 | 1.7 | -0.5 | i | -0.7 | 5.2 | 3.0 | 2.1 | 1.7 | 3.8
O=C(CNC(=O)N1CC(=O)Nc2ccccc21)NCCc1c[nH]c2ccccc12 | -5.1 | 9.5 | -0.4 | i | -0.4 | 3.6 | -0.7 | 0.9 | -0.9 | 3.0
Cc1ccc(OCC(=O)NNC(=O)C(C)Sc2ncnc3sc(C)c(C)c23)cc1 (configuration not stated) | 3.2 | -7.0 | -0.9 | i | 1.7 | 5.9 | -0.1 | -3.0 | -2.6 | -1.0
COc1cccc(-c2csc(N3CCN(C(=S)Nc4ccccc4C)CC3)n2)c1 | -1.7 | -1.3 | -0.6 | i | 2.1 | -3.4 | 1.5 | -1.8 | -5.2 | 3.6
N#CC1=C2SCN(Cc3ccco3)CN2C(=O)CC1c1ccccc1F (configuration not stated) | -1.3 | -1.1 | 0.0 | i | nt | 1.6 | 8.5 | 1.8 | -9.2 | 11.5
O=C(Nc1ccc2[nH]ccc2c1)c1ccc(F)cc1 | 1.5 | -18.7 | 0.1 | i | -1.1 | -0.6 | -1.5 | 0.5 | -10.2 | 0.1
CC(C)(C)NCc1cc(Br)ccc1OC1CCCC1 | 0.0 | -5.7 | -0.6 | i | -1.1 | -15.0 | 0.0 | -0.9 | 0.7 | -1.1
O=C(COc1ccc(Br)cc1)NCCCN1CCCC1=O | 3.6 | -2.2 | -0.2 | i | -1.3 | -1.1 | -2.0 | -4.0 | 3.8 | 2.6
O=C(CCNC(=O)c1ccccc1Cl)Nc1ccc(S(=O)(=O)Nc2nccs2)cc1 | 4.5 | -4.7 | -0.4 | i | -0.1 | -3.4 | -3.9 | 0.0 | -1.9 | 7.2
C[C@@H]1CCCCO[C@H](CN(C)C)[C@H](C)CN([C@@H](C)CO)C(=O)c2cc(NC(=O)Nc3ccc(C(F)(F)F)cc3)ccc2O1 | 4.1 | nt | -0.1 | i | -1.5 | -5.0 | -1.6 | -1.6 | -4.2 | -4.3
COC(=O)CSc1ncnc2c1cnn2Cc1ccccc1 | 1.9 | -4.9 | -0.4 | i | -0.4 | -9.3 | -0.4 | 2.2 | 4.1 | -3.7
O=C(Nc1ccc2oc(-c3ccncc3)nc2c1)c1ccc([N+](=O)[O-])o1 | -5.6 | 4.0 | 0.6 | i | 1.6 | -0.2 | -0.3 | 3.4 | -0.4 | 3.4
CCc1ccccc1NC(=O)N1C2CCCC1CC(NC(C)=O)C2 (configuration not stated) | -0.8 | -8.1 | -0.7 | i | -1.4 | -1.5 | -0.7 | -2.0 | 1.9 | -1.4
N#Cc1c(-c2ccccc2)nc(-c2cccnc2)[nH]c1=O | -0.4 | -9.1 | 0.7 | i | 3.3 | -4.5 | -0.4 | -0.6 | 0.7 | 1.2
Cc1occc1C(=O)Nc1sc2c(c1C(N)=O)CCC(C(C)(C)C)C2 (configuration not stated) | -2.5 | -5.2 | -2.1 | i | 0.2 | 6.2 | 0.4 | 10.1 | 1.6 | -1.1
Cc1ccc(-c2nn(-c3ccccc3)cc2CSC(=N)N)cc1 | 1.6 | 7.2 | -1.7 | i | 0.2 | -9.1 | 1.2 | -1.0 | 5.2 | -0.1
c1ccn(-c2ccc(N3CCOCC3)cc2)c1 | -2.8 | 0.6 | -0.3 | i | -0.6 | -0.7 | 1.4 | -13.9 | -1.1 | -0.5
CCN1CCC(=NNC(=O)c2ccco2)CC1 | 3.1 | -12.9 | 0.0 | i | 2.9 | -2.1 | -2.9 | 1.0 | 0.9 | -2.8
CN1C(C(=O)NCc2cccc(C(F)(F)F)c2)CC2Cn3c(nc4cc5ccccc5cc43)C21 (configuration not stated) | 4.2 | -2.7 | 0.4 | i | 0.0 | 0.9 | -1.1 | 2.4 | -3.3 | -8.8
O=[N+]([O-])c1cccc(/C=C/c2nc3ccc([N+](=O)[O-])cc3[nH]2)c1 | 7.5 | -4.2 | 1.3 | i | 1.6 | 5.7 | 2.5 | 4.5 | -11.1 | -16.7
COC(=O)CN1C(=S)N(C)C(=O)C1CC(=O)Nc1ccccc1 (configuration not stated) | 2.9 | -1.7 | -0.8 | i | -0.4 | 1.6 | -1.8 | -1.1 | 4.8 | 1.1
COc1cccc(NC(=S)Nc2cccc3ccccc23)c1 | 21.7 | -12.7 | -0.3 | i | -0.4 | 4.9 | 1.0 | 0.1 | -24.1 | -7.1
CC(C)CNC(=O)C1(C)CCCCCN1Cc1ccccc1-c1ccccc1 (configuration not stated) | 1.3 | nt | -0.2 | i | 0.0 | -0.7 | 4.2 | 1.7 | 2.8 | 8.6

Profiles, quoted from the list. Values in the order: CSN inh	Scp-1 inhibitor	Tb MetRS inh	Rpn11 inh	MsrA inhibitor	NadD block	LMPTP inh	STEP block	DNMT1 block	SUMO1-SIM PPI
`O=C(CN1C(=O)CSC1=O)Nc1ccc(C(=O)O)cc1` is entered as -2.6	-0.4	-0.8	i	-0.1	-6.6	0.1	3.7	3.9	2.0
`CN1C(C(=O)NCc2cccc(C(F)(F)F)c2)CC2Cn3c(nc4cc5ccccc5cc43)C21` (configuration not stated) is entered as 4.2	-2.7	0.4	i	0.0	0.9	-1.1	2.4	-3.3	-8.8
`O=C(COc1ccc(Br)cc1)NCCCN1CCCC1=O` is entered as 3.6	-2.2	-0.2	i	-1.3	-1.1	-2.0	-4.0	3.8	2.6
